Screens: PubChem, several laboratories
MgcRacGAP inhibition – MgcRacGAP GTPase-activating activity inhibitors, confirmation, biochemical, ADP Hunter fluorescence. MgcRacGAP-stimulated Rac1 GTP hydrolysis, ADP Hunter fluorescence; higher % means a stronger effect; GST-tagged Rac1 F28L mutant substrate. one-dose inhibition, % at 30 µM; IC50 in µM for titrated hits. 0.6% of 340,000 active. AID 624330;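 active = first-screen hits whose inhibition reached a set limit at any dose in the follow-up dose series; inconclusive = inhibition above the set first-screen limit but never retested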;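 note: fluorescence reports GDP produced by GAP-driven GTP hydrolysis; strong numbers were not always called active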
West Nile virus CPE – inhibition of WNV-induced cytopathic effect – cell-based, CPE readout (AID 1621) | one-dose CPE inhibition, % at 10 µM; IC50 in µM for titrated hits | 0.02% of 290,000 active | West Nile virus-infected cells, CPE inhibition; higher % means a stronger effect; in the data active = a potency from the dose series; inconclusive = CPE inhibition mostly from about 3.7% at the one dose, without a potency; inactive = the rest, 99 in 100 with CPE inhibition below about 2.2%; note: strong numbers were not always called active
SV40 large T antigen – TAg ATPase/helicase activity blockers – biochemical (AID 1903); SV40 large T antigen ATPase/helicase inhibition assay; higher % means a stronger effect; one-dose inhibition, % at 20 µM; IC50 in µM for titrated hits; 0.39% of 310,000 active; in the data active = a potency from the dose series; inconclusive = inhibition mostly from about 32% at the one dose, without a potency; inactive = the rest, 99 in 100 with inhibition below about 32%; note: strong numbers were not always called active
Siah-1 displacement – blockers of Siah-1 interaction with plectin peptide – biochemical, fluorescence polarization, rhodamine-plectin, uHTS, primary screen (AID 1817); 0.02% of 290,000 active; Siah-1 / rhodamine-plectin peptide fluorescence polarization; higher % means a stronger effect; displacement, % at 20 µM; hits with a dose series show IC50 in µM;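 active = displacement of at least 50% at 20 µM, with a fluorescence ratio check between 0.3 and a set limit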;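 note: plate controls were Siah plus tracer with DMSO for no effect and tracer alone without Siah for full effect; strong numbers were not always called active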
K1F lysis inhibition – inhibition of K1F phage lysis, E. coli UTI89, bacterial capsule biogenesis inhibitors, alamar blue (AID 488966); E. coli UTI89 K1F phage lysis, alamar blue, 2 h; higher % means a stronger effect; inhibition, % at 100 µM; hits with a dose series show IC50 in µM; 0.02% of 340,000 active;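 active = phage lysis inhibition, versus mean bacterial control, above a set limit; inconclusive = no clear call, values can overlap the other calls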;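 note: capsule biogenesis inhibitors block K1F phage lysis so surviving cells raise fluorescence; higher fluorescence means more inhibition of phage lysis; actives were called in the ten point dose series up to 300 µM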
NTR1 agonist – NTR1-driven beta-arrestin-GFP spot formation – imaging, U2OS cells, high content, primary screen (AID 493036). agonist mode. activation, % at 20 µM. 0.17% of 330,000 active. P30989;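 active = activation at or above 40% of the spot to cytoplasm intensity ratio, with at least 20 cells analyzed; inconclusive = wells under 20 cells, flagged as cytotoxic or low count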;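 note: 0% = DMSO without peptide and 100% = 100 nM NTR1 peptide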
Target sequence (P30989 whole entry, looked up): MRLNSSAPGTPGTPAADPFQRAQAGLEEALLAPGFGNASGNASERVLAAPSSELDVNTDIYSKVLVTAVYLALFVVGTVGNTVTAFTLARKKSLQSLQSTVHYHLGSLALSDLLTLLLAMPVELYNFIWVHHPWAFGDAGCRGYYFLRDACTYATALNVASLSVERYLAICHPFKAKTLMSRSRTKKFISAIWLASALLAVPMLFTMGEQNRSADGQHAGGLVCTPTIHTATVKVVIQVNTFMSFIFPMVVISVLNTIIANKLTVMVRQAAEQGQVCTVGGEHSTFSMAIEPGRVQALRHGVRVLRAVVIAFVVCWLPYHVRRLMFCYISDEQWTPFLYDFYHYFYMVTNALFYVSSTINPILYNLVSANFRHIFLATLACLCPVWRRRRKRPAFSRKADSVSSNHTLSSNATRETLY
RSV antiviral HEp-2 – inhibition of RSV-induced cytopathic effect – HEp-2 cells, primary 10 µM value included (AID 2391) | HEp-2 cells, RSV-induced CPE inhibition; higher % means a stronger effect | CPE inhibition, % at 10 µM; hits with a dose series show IC50 in µM | 0.13% of 310,000 active; in the data active = a potency from the dose series; inconclusive = CPE inhibition mostly from about 23% at the one dose, without a potency; inactive = the rest, 99 in 100 with CPE inhibition below about 21%; note: strong numbers were not always called active
AID2073 – disruptors of CaV2.2 binding to Mint1 – biochemical, HTRF (AID 2073). HTRF protein-protein interaction, Mint1-CaV2.2; higher % means a stronger effect. inhibition, % at 20 µM, or IC50 in µM where a hit was titrated. 0.19% of 290,000 active; in the data active = inhibition mostly above about 51%, no sharp cut-off; inconclusive = no clear call, values can overlap the other calls; inactive = mostly below about 53%; note: some results filed as inactive read as strong as hits
NS5 inhibitors – flavivirus cap methylation enzyme inhibition – biochemical, confirmation dose response, primary screen (AID 588689); Dengue-2 NS5 methyltransferase capping enzyme assay, biochemical; higher % means a stronger effect; inhibition, % at 25 µM, or IC50 in µM where a hit was titrated; 0.3% of 340,000 active; in the data active = a potency from the dose series; inconclusive = inhibition above about 29% without an active follow-up result
NTR1 agonist cell count 20 µM – recorded beside NTR1 agonist, whose call it bears; cell count; measured here: cell count, cytotoxicity flag
NS5 inhibitors pilot replicate – also measured in NS5 inhibitors; calls as there; inhibition, %; measured here: pilot screen replicate inhibition
The depositor's hits bear a star; u = inconclusive; x = no result given; [ ] = remark or other dose.

SMILES	MgcRacGAP inhibition	West Nile virus CPE	SV40 large T antigen	Siah-1 displacement	K1F lysis inhibition	NTR1 agonist	NTR1 agonist cell count 20 µM	RSV antiviral HEp-2	AID2073	NS5 inhibitors	others
CN(c1ccccc1)S(=O)(=O)c1ccc(C(=O)Nc2nnc(C3CC3)s2)cc1	-0.5%	0.0%	10.9%	-3.6%	0.2%	1.4	52	1.7%	14.8%	-2.3%
CCC(=O)N1CCN(c2ccc(NC(=O)c3c(F)c(F)c(OC)c(F)c3F)cc2)CC1	3.6%	-0.7%	2.6%	1.7%	0.3%	0.9	59	0.7%	-6.8%	-4.0%
Cc1cc(NC(=O)CSCC(=O)N(C)Cc2ccc(Cl)c(Cl)c2)no1	7.3%	-0.1%	6.4%	0.0%	-0.1%	-1.0	42	0.4%	4.9%	-6.5%
COC(=O)C1=C(C)NC(C)=C(C(=O)OC)C1c1ccc(C)o1	x	-0.1%	14.8%	-2.3%	x	-0.8	49	-1.5%	25.2%	x
O=C(Nc1ccccc1)Nc1ccc2nnsc2c1	3.8%	-0.6%	2.2%	-4.0%	2.0%	1.1	48	2.5%	-8.1%	-10.0%
COc1ccc(C(=O)NCc2nnc(SCC(=O)N3CCCC3)o2)cc1OC	7.3%	0.3%	5.2%	2.9%	-0.1%	0.2	72	0.9%	-3.4%	3.2%
COCCn1c(SCCN2CCOCC2)nc2c1c(=O)[nH]c(=O)n2C	19.9%	0.0%	10.3%	0.9%	0.1%	-1.5	53	1.6%	5.5%	0.0%
C=CCn1c(SCC(C)=O)nc2sc3c(c2c1=O)CCC3	x	-0.2%	12.0%	-6.0%	-0.1%[50 µM]	3.2	95	1.1%	-2.4%	9.2%
C[C@H](C(=O)O)c1n[nH]c(=O)c2ccccc12	6.7%	-0.7%	6.5%	1.4%	0.6%	-1.8	95	2.0%	9.0%	0.0%
COc1ccccc1C(=O)NCC(=O)N1CCN(c2ncccn2)CC1	-2.0%	x	x	x	0.6%[50 µM]	2.8	56	0.7%	x	10.1%
COCCn1c(SCC(=O)Nc2cccc(S(N)(=O)=O)c2)nc2cc(Cl)ccc2c1=O	2.5%	-0.4%	6.3%	1.4%	-0.5%	-1.3	44	0.6%	5.4%	x
COc1cc(C(=O)N2CCN(c3ccccc3F)CC2)ccc1OCC(=O)N1CCOCC1	7.2%	x	x	x	0.0%[50 µM]	1.5	51	5.2%	x	-11.3%
O=C(c1noc2c1CCCC2)N1CCN(c2ccccc2)CC1	6.1%	-0.6%	20.8%	-3.2%	0.3%	1.2	73	1.8%	-3.9%	-4.8%
Cc1cc(NC(=O)COC(=O)COc2ccc(Cl)cc2C)c([N+](=O)[O-])cc1C	-11.7%	-0.3%	6.4%	2.6%	2.6%	-2.8	64	0.6%	2.1%	5.9%
CC(C)(C)S(=O)(=O)/C(C#N)=N/Nc1ccc(S(N)(=O)=O)cc1	8.8%	0.3%	1.6%	-1.9%	0.1%	-0.3	92	-0.3%	8.0%	4.5%
Cc1ccc(OCc2nnc(SCC(=O)N3C(C)CCCC3C)o2)cc1 (stereo unspecified)	2.7%	-1.1%	29.0%	1.0%	-0.1%	0.8	52	9.2%	24.8%	-4.8%
COc1ccc(-n2cnc3cc(C(=O)NCC4CCCO4)ccc32)cc1 (stereo unspecified)	8.6%	0.0%	3.9%	0.3%	2.3%	0.1	74	2.6%	9.5%	-2.7%
Cc1ccc(SC/C(O)=C(\C#N)c2nc3ccccc3s2)cc1	10.4%	0.0%	2.6%	0.3%	0.2%	1.9	37	9.0%	-13.8%	4.8%
Cc1ccc(-n2c(-c3nn(C)c(C)c3Cl)n[nH]c2=S)cc1	8.5%	0.8%	16.4%	-6.7%	9.3%	1.0	42	2.1%	4.0%	-4.9%
COc1ccccc1Nc1nc(N)nc(-c2oc3ccccc3c2C)n1	10.9%	-0.5%	17.9%	2.0%	0.4%	0.3	77	-0.1%	20.3%	-3.1%	NS5 inhibitors pilot replicate=0.9
COc1ccc(C2CC(c3cccs3)=NN2C(=O)CSc2nc(=O)n3ccccc3n2)cc1 (stereo unspecified)	-5.6%	x	7.4%	x	-0.3%[50 µM]	3.0	60	1.5%	x	-1.5%
CCCCC1(Cc2cccc([N+](=O)[O-])c2)C(=O)N(c2ccccc2)N(c2ccccc2)C1=O	6.0%	-0.3%	15.4%	2.9%	4.2%	-3.9	92	17.9%	9.4%	-11.1%
CS/C(=N\S(=O)(=O)c1ccc(N)cc1)NS(=O)(=O)c1cccs1	0.7%	0.1%	8.3%	-0.2%	3.5%	0.7	50	0.9%	-2.3%	-4.1%
CC1CC(C(F)(F)C(F)(F)F)n2nc(C(=O)O)cc2N1 (stereo unspecified)	6.8%	x	5.8%	-6.9%	0.6%	0.1	37	2.0%	6.9%	3.9%
CCCN1CCCc2cc(CN)ccc21	23.1%	u	16.2%	3.1%	2.5%	3.1	41	-1.0%	-3.5%	16.6%
CCN(CC(=O)Nc1c(F)cccc1F)C(=O)Cc1c[nH]c2ccccc12	5.4%	x	x	x	0.8%[50 µM]	2.0	46	x	x	7.5%
CCCCN(C(=O)c1oc2ccc(OCC)cc2c1C)c1c(N)n(CCCC)c(=O)[nH]c1=O	6.9%	x	13.8%	x	-0.1%	2.3	66	-1.6%	x	1.5%
C=CC[N+]1(CC(=O)NCc2ccc(NC(C)=O)cc2)CCOCC1	2.8%	-0.1%	4.2%	15.9%	0.0%	0.4	50	0.5%	8.5%	0.0%
Cc1ccc(-c2cc(C(F)F)n3ncc(C(=O)Nc4c(C)nn(Cc5ccccc5Cl)c4C)c3n2)cc1	4.6%	u	17.9%	2.4%	-0.1%	0.8	90	4.3%	-0.8%	-5.6%
C=CCN1c2ccccc2C(=O)C(C)S1(=O)=O (stereo unspecified)	3.7%	x	x	x	0.2%	1.6	65	x	x	0.3%	NS5 inhibitors pilot replicate=0.0
COc1ccc(-c2c(C)nn3c(N4CCC(C(=O)NCCN(C)C)CC4)cc(C)nc23)cc1OC	7.1%	0.5%	5.6%	1.0%	0.5%	-1.4	79	-1.4%	-0.8%	-4.1%
COc1cc(/C=C(\C#N)C(=O)NC(C)C)ccc1OCc1ccc(C(=O)O)cc1	8.1%	0.3%	28.6%	-1.9%	-0.1%	0.7	67	0.1%	12.8%	-4.6%
O=C(CN1CCN(C(=O)c2cccc(F)c2)CC1)NC1CCCCC1	x	-0.2%	6.2%	3.6%	x	0.4	41	1.2%	-1.6%	x
CN1CC(c2ccccc2)C2(COc3ccccc3C2=O)C12C(=O)Nc1ccccc12 (stereo unspecified)	0.0%	1.4%	11.4%	-0.9%	3.0%	9.9	79	6.7%	2.4%	-1.1%
O=C(O)c1ccc2nc(-c3ccccc3)sc2c1	13.4%	-0.2%	15.2%	-0.2%	-1.2%	0.9	59	0.9%	-6.9%	4.3%
O=C(NCCCN1CCOCC1)c1cnn2c(-c3ccccc3)cc(-c3ccccc3)nc12	9.9%	x	3.6%	0.0%	0.3%	1.4	74	-3.0%	37.6%	-4.8%
CCCN1CCC(=O)N(CCN=[N+]=[N-])CC1	6.0%	-0.2%	1.9%	5.1%	-0.1%	-0.7	97	0.3%	-10.0%	0.8%
Fc1ccc(Cn2c(-c3cscn3)nc3ccccc32)c(Cl)c1	9.9%	-0.4%	6.0%	1.0%	0.4%	-2.8	78	0.7%	3.4%	4.7%
Cc1ccc(-c2c3c(nc4sc(C(N)=O)c(N)c24)CCCC3)o1	4.2%	-0.2%	8.1%	2.3%	-1.3%	2.4	60	17.5%	19.5%	-4.4%
CN1C2=CC=CC=CC2=[N+](C)C12C([N+](=O)[O-])=CC(=[N+]([O-])[O-])C=C2[N+](=O)[O-] (stereo unspecified)	x	1.3%	13.1%	16.2%	x	3.9	54	-1.1%	4.4%	x
Cc1ccc(S(=O)(=O)N2C[C@@H]3CCCC[C@@H]3[C@@H](C)[C@H]2c2cn(Cc3ccccc3)c3ncccc23)cc1	4.8%	x	x	x	0.0%	0.6	71	x	x	-7.6%	NS5 inhibitors pilot replicate=-6.3
COc1ccc(C(=O)NCc2n[nH]c(=S)n2-c2ccccc2)cc1OC	-0.9%	0.5%	5.5%	-3.6%	0.6%	0.8	55	-0.1%	-25.0%	-2.7%
CCCCOCCCn1c(-c2ccco2)nc2nc3ccccc3nc21	16.0%	2.3%	9.5%	-1.0%	0.1%	1.0	33	7.2%	10.8%	-6.4%
CC(=O)Nn1c(COc2ccccc2C)nc2ccccc2c1=O	6.1%	0.0%	21.3%	1.1%	1.1%	1.1	80	0.0%	-0.5%	-2.2%
Nc1ncnc2c1ncn2[C@@H]1O[C@H](CNCc2cccc(C#Cc3ccccc3)c2)[C@@H](O)[C@H]1O	9.4%	x	x	x	0.0%	2.8	63	x	x	-6.6%	NS5 inhibitors pilot replicate=1.8
CC1CC(C)CN(S(=O)(=O)c2ccc(C(=O)N(C)Cc3ccccc3)cc2)C1 (stereo unspecified)	2.1%	x	x	x	-0.1%[50 µM]	0.9	61	x	x	-10.5%
O=C(CCNC(=O)c1ccc(Cl)cc1)NCCC1=CCCCC1	4.6%	x	5.2%	x	2.2%[50 µM]	0.5	93	-0.3%	x	-2.2%
O=C(OCC1OC(n2cnc3c(N(C(=O)c4ccccc4)C(=O)c4ccccc4)ncnc32)C(O)C1F)c1ccccc1 (stereo unspecified)	2.6%	0.0%	6.5%	1.5%	10.1%	1.9	62	-3.5%	28.3%	-1.4%
COCCCNC(NC(=O)c1ccc(C)cc1)C(Cl)(Cl)Cl (stereo unspecified)	17.3%	x	10.5%	4.3%	0.3%	3.8	36	1.1%	-6.0%	1.1%
COC(=O)CC1Sc2ccccc2NC1=O (stereo unspecified)	-1.6%	-0.1%	4.0%	-0.9%	0.5%	-1.4	89	2.1%	-4.3%	0.8%
CCOCc1c(C(=O)Nc2ccc(OC)nc2)oc2ccccc12	7.6%	-0.3%	16.2%	4.8%	-0.1%	-0.1	69	2.0%	-2.5%	7.1%
CC1=NNC(=O)C1CCC(=O)N/N=C\c1ccccc1[N+](=O)[O-] (stereo unspecified)	14.4%	0.4%	15.2%	-1.3%	-0.2%	1.6	54	-0.6%	-6.7%	1.4%
